# Assay outcomes: PubChem, several laboratories
# RGS4-Gao reg: modulates binding of RGS4 to human Galphao | P09471 | Multiplexed bead flow cytometry; actives lie on both sides | binding response (% of control), % at 10 µM | 0.33% of 220,000 active; in the data active = binding response below about 49% or above about 150%; inactive = in between;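 note: fluorescent Galphao activated with aluminum fluoride binding bead-coupled RGS4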
# RGS8-Gao reg: human RGS8-Galphao interaction regulation | P09471 | response (percent of control binding), % at 10 µM | 0.34% of 220,000 active | multiplexed bead flow cytometry, RGS8-Galphao binding; actives lie on both sides; in the data active = response below about 60% or above about 140%; inactive = in between;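 note: Galphao activated as the GDP aluminium fluoride complex binding bead-coupled RGS8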
# Bim-Mcl-1: disrupts Bim peptide binding to human Mcl-1; Q07820; 0.1% of 190,000 active; inhibition, % at 10 µM; Bead-based flow cytometry, Bim peptide-Mcl-1 binding;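 note: 0% = no compound tracer wells and 100% = peptide blocker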
# Target sequence (Q07820 whole entry, looked up): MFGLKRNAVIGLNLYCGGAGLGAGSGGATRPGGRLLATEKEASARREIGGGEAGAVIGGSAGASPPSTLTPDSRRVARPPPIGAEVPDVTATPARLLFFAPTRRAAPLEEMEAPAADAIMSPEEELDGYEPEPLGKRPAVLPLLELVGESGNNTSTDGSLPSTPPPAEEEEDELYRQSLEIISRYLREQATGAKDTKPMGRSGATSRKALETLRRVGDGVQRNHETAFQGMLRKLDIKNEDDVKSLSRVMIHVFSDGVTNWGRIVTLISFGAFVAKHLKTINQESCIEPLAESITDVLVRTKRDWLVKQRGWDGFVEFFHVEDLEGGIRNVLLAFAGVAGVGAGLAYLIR
# Bcl-B Bim block: disrupts Bim peptide binding to human Bcl-B; Q9HD36; inhibition, % at 10 µM; AID 951; bead-based flow cytometry; 0.073% of 190,000 active;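 note: 0% = tracer peptide without compound and 100% = reference inhibitor peptide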
# Target sequence (Q9HD36 whole entry, looked up): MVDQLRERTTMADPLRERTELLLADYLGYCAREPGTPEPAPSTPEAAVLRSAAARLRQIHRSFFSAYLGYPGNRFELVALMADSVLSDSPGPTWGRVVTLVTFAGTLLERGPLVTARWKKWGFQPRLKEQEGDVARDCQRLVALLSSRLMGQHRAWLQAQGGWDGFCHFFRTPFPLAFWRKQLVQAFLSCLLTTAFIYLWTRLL
# Mcl1-Bid inh: disrupts binding of human Mcl-1 to Bid peptide | Q07820 | TR-FRET Mcl-1/Bid-Dy647 peptide binding, 1536-well | inhibition, % at 21.7 µM | 0.97% of 220,000 active;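 active = compounds that cut the binding signal by more than half at the single screening dose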;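 note: His-tagged Mcl-1 with europium anti-His antibody binding Bid BH3 peptide; 0% = Mcl-1 plus peptide wells and 100% = peptide-only wells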
# Mcl1-Noxa inh: Mcl-1/Noxa interaction inhibition; Q07820; TR-FRET Mcl-1/Noxa peptide binding, 2 h; inhibition, % at 21.7 µM; 1.5% of 220,000 active;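 active = compounds that cut the protein-peptide binding signal by more than 50% relative to plate controls in a single-dose test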;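 note: His-tagged Mcl-1 with rhodamine Noxa BH3 peptide and terbium anti-His antibody; 0% = Mcl-1 plus Noxa peptide wells and 100% = peptide-only wells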
# Bcl-W Bim block: human Bim-Bcl-W interaction inhibition. Q92843. 0.02% of 190,000 active. bead-based flow cytometry, Bim peptide-Bcl-W binding. AID 952. inhibition, % at 10 µM;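 note: 0% = bound tracer without compound and 100% = peptide blocker; higher means less fluorescent Bim peptide bound to Bcl-W beads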
# RGS7-Gao: human RGS7-Galphao interaction regulation | Multiplexed bead flow cytometry, RGS7-Galphao binding; actives lie on both sides | binding response (% of control), % at 10 µM | 0.35% of 220,000 active; in the data active = binding response below about 49% or above about 150%; inconclusive = no clear call, values can overlap the other calls; inactive = in between;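 note: fluorescent Galphao held in activated GDP-AlF4 state binding bead-coupled RGS7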
# Bim-Bcl-XL: human Bim-Bcl-XL interaction inhibition; Q07817; Bim peptide-Bcl-XL binding, bead flow cytometry, fluorescence; inhibition, % at 10 µM; 0.04% of 190,000 active
# Target sequence (Q07817 whole entry, looked up): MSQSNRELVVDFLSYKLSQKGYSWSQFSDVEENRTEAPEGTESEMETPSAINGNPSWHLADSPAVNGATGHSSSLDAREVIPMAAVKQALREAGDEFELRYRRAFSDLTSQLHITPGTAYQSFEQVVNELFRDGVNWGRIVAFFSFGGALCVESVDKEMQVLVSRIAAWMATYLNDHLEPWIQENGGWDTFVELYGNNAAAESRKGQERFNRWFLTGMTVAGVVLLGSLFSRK
# Bim-Bfl-1: inhibitors of Bim-Bfl-1 interaction, human; 0.12% of 190,000 active; Bead-based flow cytometry, Bim-Bfl-1 binding inhibition; Q16548; inhibition, % at 10 µM;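 note: 0% = wells without compound plus tracer and 100% = blocker peptide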
# Bim-Bcl-2: disrupts Bim peptide binding to human Bcl-2. inhibition, % at 10 µM. P10415. 0.06% of 190,000 active. Bead-based flow cytometry, Bim peptide-Bcl-2 binding; in the data active = inhibition above about 40%; inconclusive = no clear call, values can overlap the other calls;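 note: 0% = no compound wells with probe peptide and 100% = reference peptide inhibitor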
# Target sequence (P10415 whole entry, looked up): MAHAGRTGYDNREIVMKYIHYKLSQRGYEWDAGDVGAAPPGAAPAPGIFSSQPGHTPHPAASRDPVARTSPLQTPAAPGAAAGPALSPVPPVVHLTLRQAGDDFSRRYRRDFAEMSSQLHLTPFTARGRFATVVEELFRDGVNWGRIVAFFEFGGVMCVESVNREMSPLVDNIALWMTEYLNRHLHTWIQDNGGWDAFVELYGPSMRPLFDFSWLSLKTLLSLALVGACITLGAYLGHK
# * hit, by the source's call; ? = inconclusive; . = no result given. Cut-off read from the data, not from the text of the source, unless noted: active = inhibition above about 40%.
SMILES,RGS4-Gao reg,RGS8-Gao reg,Bim-Mcl-1,Bcl-B Bim block,Mcl1-Bid inh,Mcl1-Noxa inh,Bcl-W Bim block,RGS7-Gao,Bim-Bcl-XL,Bim-Bfl-1,Bim-Bcl-2
COc1ccc(CCNc2nc(-c3cccnc3)cs2)cc1OC,103,101,-5,-4,90*,11,-4,99,-4,0,-1
Cc1csc(NC(=O)CSc2nnc3ncccn23)n1,104,101,1,-9,2,4,2,104,-3,-8,-4
CC(C)(C)c1ccc(CN2C3=NCCCN3c3ccccc32)cc1,.,.,-1,-5,-16,-5,-4,.,-2,-2,7
CCC(CC)NC(=O)c1cc(OC)c(OC)c(OC)c1,106,103,0,0,-2,18,0,100,0,0,1
O=S(=O)(NCc1ccco1)c1ccc(S(=O)(=O)N2CCCC2)cc1,94,97,-2,-1,0,0,-1,97,-3,-3,-3
O=C(Cn1nnc(-c2ccc(Cl)cc2)n1)NC1CC2CCC1C2 (centres undefined),90,89,5,3,-33,-5,1,93,0,3,6
CCOC(=O)C(O)(C1C(=O)CC(C)(C)CC1=O)C(F)(F)F (centres undefined),99,104,2,-6,25,10,1,99,-7,-9,-6
COc1cccc(C(=O)NC(=S)Nc2ccccc2N2CCCC2)c1,104,103,-2,-5,-29,-11,-5,107,-3,-6,-5
COc1cc(C(=O)O/N=C2\C=CC(=O)C(C)=C2)cc(OC)c1OC,100,99,-5,-2,-23,12,2,102,0,5,1
Nc1cccc(CCc2nc3cc4ccccc4cc3[nH]2)c1,89,70,-1,1,-66,7,1,83,0,10,4
CCCN(CCC)C(=O)CSc1nc2n[nH]c(C)c2c(=N)n1-c1ccc(OCC)cc1,104,104,-6,-8,-33,-4,-2,101,-8,-15,-12
CCOC(=O)N1CCN(c2cc(N3CCN(CC)CC3)c(F)cc2[N+](=O)[O-])CC1C (centres undefined),98,100,-1,0,-11,9,-3,101,0,-2,-2
CCc1cc2c(-c3ccccc3)cc(=O)oc2c(CN2CCOCC2)c1O,92,94,-2,-5,-17,28,-3,92,-4,1,0
C=CCN1C(c2ccccc2)=CS/C1=C(\C#N)c1nnc2n1CCCCC2,101,101,-5,-7,-9,29,-2,100,-8,-24,-6
O=C(CSCc1ccco1)Nc1cc(C(F)(F)F)ccc1N1CCOCC1,104,92,0,-4,-8,23,-1,102,-6,1,-6
Cc1nonc1NC(=O)CSc1nnc(-c2ccoc2C)n1-c1cccc(Cl)c1,.,.,-2,-6,-2,15,-3,.,-2,4,4
CCOC(=O)COn1c(=O)c(=O)n(OC)c2ccccc21,102,103,0,-7,27,28,4,98,-5,-11,-10
Cc1cc(OCCOc2cccc3cccnc23)cc(C)c1Cl,90,94,-4,-2,0,1,-2,99,-2,-2,-3
CCCc1nc2sc3ccccc3c(=O)c2c(=O)n1CCOC,99,102,-1,-2,24,18,-4,98,-6,-3,-3
COc1ccc(-c2cc3nc(C)cc(N)n3n2)cc1,100,100,0,2,-23,12,0,102,1,-1,0
CCCNC(=O)COC(=O)c1ccccc1OCC(=O)Nc1ccc(Br)cc1,96,99,-3,0,6,1,-1,95,-5,0,-1
CC(C)CCN1CCN(CC#Cc2ccccc2)CC1CCO (centres undefined),104,102,0,-2,-10,10,-4,105,0,-5,-5
Cc1cccc(CNc2ncc(-c3cccc([N+](=O)[O-])c3)n2C)c1,89,92,0,-4,-53,36,1,83,1,-3,3
COc1cc(C(=O)Nc2ccc([N+](=O)[O-])cn2)cc(OC)c1OC,105,103,-2,-3,-23,14,0,102,-1,0,1
Cc1c(=O)n(OCc2ccccn2)c2ccccc2[n+]1[O-],103,103,-5,-1,-19,0,-4,104,-4,-1,-2
CC(C)NCC(O)c1ccc(NS(C)(=O)=O)cc1 (centres undefined),110,104,0,-1,-7,4,-1,104,-1,-1,-4
O=C(CCCN1C(=O)c2ccccc2C1=O)N1CCCCC1,101,101,-2,-4,-7,-15,-3,108,-4,-2,-1
CCCc1[nH]nc2c1C(c1cc(OC)cc(OC)c1)C(C#N)=C(N)O2 (centres undefined),100,98,1,-1,-9,15,0,99,-1,-8,-1
NC(=O)c1c(NC(=O)COC(=O)c2ccc(S(=O)(=O)Nc3ccccc3)cc2)sc2c1CCCC2,90,95,-2,-6,-33,6,-2,93,-4,-5,1
Cc1ccc(N2NC3(CCN(C(N)=O)CC3)NC2=O)cc1,96,98,1,0,-29,7,0,96,0,-3,1
COc1ccc(S(=O)(=O)N(C)C)cc1NS(=O)(=O)c1ccc(F)c(F)c1F,103,98,-3,-3,-10,-43,-3,101,-5,-1,-4
Cc1ccc(NC(=O)C[n+]2cc(-c3ccc(C)cc3)n3c2CCC3)cc1,99,102,.,.,-15,-1,.,?,.,.,.
CCC1(CC)NC(=O)N(CC(=O)Nc2ccc(S(=O)(=O)N3CCOCC3)cc2)C1=O,102,102,-2,-2,-7,22,-3,102,-4,-4,-1
COc1ccc(C2/C=C\CN(S(=O)(=O)/C=C/c3ccccc3)[C@H](Cc3ccccc3)C(=O)N2Cc2ccc(F)cc2)cc1 (some centres undefined),97,102,.,.,-48,-8,.,?,.,.,.
Cc1ccc(CSCCNC(=O)c2ccc(Cl)c(S(=O)(=O)N3CCOCC3)c2)cc1,112,104,-6,-13,0,5,-2,102,-8,-15,-16
O=C(CC1SC(N2CCCCC2)=NC1=O)Nc1cccc(C(=O)O)c1 (centres undefined),105,102,0,-1,-11,15,-1,102,3,0,0
Brc1ccc(-c2csc(NNC3=NCCCCC3)n2)cc1,101,99,-5,-14,-34,7,-4,105,-4,5,0
Cc1ccc2c(c1)nnn2C1CCN(C(=O)C23CC4CC(CC(C4)C2)C3)CC1,103,105,-11,-13,1,-9,-9,101,-8,-9,-5
c1coc(-c2nnc(SCc3cn4ccccc4n3)o2)c1,98,99,-10,-9,-21,-7,-8,101,-14,-10,-16
CC(C)Cn1c(CN2C(=O)c3ccccc3C2=O)nc2ccccc2c1=O,101,99,3,-5,-50,-26,2,103,-3,-9,-2

# Compounds listed so far that have a cyano group:
SMILES,RGS4-Gao reg,RGS8-Gao reg,Bim-Mcl-1,Bcl-B Bim block,Mcl1-Bid inh,Mcl1-Noxa inh,Bcl-W Bim block,RGS7-Gao,Bim-Bcl-XL,Bim-Bfl-1,Bim-Bcl-2
C=CCN1C(c2ccccc2)=CS/C1=C(\C#N)c1nnc2n1CCCCC2,101,101,-5,-7,-9,29,-2,100,-8,-24,-6
CCCc1[nH]nc2c1C(c1cc(OC)cc(OC)c1)C(C#N)=C(N)O2 (centres undefined),100,98,1,-1,-9,15,0,99,-1,-8,-1

# Next compounds
SMILES,RGS4-Gao reg,RGS8-Gao reg,Bim-Mcl-1,Bcl-B Bim block,Mcl1-Bid inh,Mcl1-Noxa inh,Bcl-W Bim block,RGS7-Gao,Bim-Bcl-XL,Bim-Bfl-1,Bim-Bcl-2
Cc1cc(C)n(C(=O)c2ccncc2)n1,104,100,-3,-10,-10,-30,-2,102,-6,-15,-11
Cc1ccc(C(=O)NCCCNc2ccc(C(F)(F)F)cc2[N+](=O)[O-])cc1,104,105,-4,-8,1,3,-3,105,-5,-2,-2
COc1cc(NC(=S)NC(=O)C(C)C)ccc1NC(=O)c1cc2ccccc2o1,99,101,-2,-4,-23,3,-7,96,-4,-3,1
CCOC(=O)CC1C(=O)NCCN1C1CCCC1 (centres undefined),101,103,-1,-2,-10,-2,0,99,-1,-5,-3
COc1ccccc1N1CCN(C(=O)CSc2nnc(-c3ccoc3C)o2)CC1,103,91,-1,-2,-19,5,0,103,4,0,0
O=C(NNS(=O)(=O)c1ccc(Br)cc1)NC1CCCCC1,96,102,-2,-1,-50,7,-1,93,-6,0,0
COc1ccc(CCn2c(=S)[nH]c3ccc(N4CCOCC4)cc3c2=O)cc1OC,98,97,-1,-31,-38,38,0,103,0,8,1
CN1CCC(OC(=O)C23CCC(C)(C(=O)O2)C3(C)C)CC1 (centres undefined),103,102,-1,-7,-29,3,-2,108,-5,-11,-10
O=C(O)c1ccc(Oc2cccc([N+](=O)[O-])c2)cc1C(=O)O,102,103,0,-2,10,10,-3,102,0,0,-2
Cc1nc(=O)c(-c2ccccc2)c(C)n1CCCCCC(=O)O,99,103,-2,-4,-3,3,-8,99,-10,4,0
CCN(CC)S(=O)(=O)c1ccc(N2CCOCC2)c(NC(=O)Cc2cccc3ccccc23)c1,100,102,-5,-6,-20,11,-1,102,-5,1,-2
Cc1cccc(Nc2nc(N)nc(-c3oc4ccccc4c3C)n2)c1,111,103,.,.,5,-18,.,?,.,.,.
Cc1ccc(COc2ccc(/C=N/O)cc2)cc1,102,105,-2,-2,-9,2,-3,101,-4,-6,-4
COc1ccc(CCNC(=O)CSc2nnc3ccccn23)cc1,93,95,0,-3,-45,9,-3,?,-1,-5,-2
COc1cc(/C=N/n2nnnc2Nc2ccccc2)cc(OC)c1OC,100,103,0,0,-37,0,2,96,-1,-2,0
O=C(CSc1ccccn1)N1CCc2ccccc21,77,73,-1,-4,-6,12,1,77,2,10,2
Cc1cc(Cl)c(S(=O)(=O)NCc2ccncc2)cc1OCC(N)=O,99,93,-3,-8,2,26,-3,100,-1,3,-5
O=C(COC(=O)Cn1cnc2ccccc2c1=O)Nc1ccc(Cl)c(C(F)(F)F)c1,103,100,-2,-2,-27,1,-1,107,-2,-3,-2
CCOC(=O)c1ccc(NC(=S)N2CCSC2c2ccc(OC)cc2)cc1 (centres undefined),102,102,-24,-15,-32,7,-14,100,-15,-4,-2
CN1CCN(S(=O)(=O)c2ccc(Br)s2)CC1,105,115,0,1,-9,18,1,103,3,0,-3
C=CCOc1ccccc1/C=c1\sc2nc(=O)c(C)nn2c1=O,95,102,1,-4,-28,11,-1,101,-6,0,1
O=C(NC1CCCCC1)Sc1ccc(Cl)cc1,101,93,0,-4,-26,-3,-3,102,-5,-10,-3
CCN(CC)C1CCN(C(=O)c2cc(COc3ccc(F)cc3Cl)on2)C1 (centres undefined),101,100,-3,-7,-14,9,-2,100,-3,-5,-4
CCOc1cnc(-c2ccc(Cl)cc2)o1,97,96,0,-1,-33,-20,-2,97,-1,2,2
CCc1ccc(C(=O)Nc2ccc(S(=O)(=O)Nc3nc(C)cc(C)n3)cc2)o1,99,95,-3,1,2,6,-2,93,-2,0,-3
O=C(c1c(F)cccc1F)N1CCC(n2nnc3cc(C(F)(F)F)ccc32)CC1,95,91,2,1,0,-2,-2,93,1,2,-1
O=S(=O)(c1ccc2c(c1)OCCO2)N1CCN(Cc2ccccc2)CC1,104,102,-3,0,-6,3,0,95,0,0,0
O=C(c1cccc(F)c1)N1CCc2ccccc21,100,101,1,-6,-5,-7,2,101,-1,-11,-6
CC1=C(C)CS(=O)N(c2ccc(S(N)(=O)=O)cc2)C1 (centres undefined),98,93,-1,-8,-21,2,0,102,-3,10,1
O=C(Nc1cc2c(cc1Cl)OCCCO2)c1ccc(F)cc1,101,106,-5,-7,-11,-6,-1,100,-5,-1,-1
Cc1cc(C)c(C#N)c(Oc2ccccc2Br)n1,102,100,1,-2,-9,5,-1,?,0,-5,-2
COc1ccc(NC(=O)Cn2ccc3c(OC)cccc3c2=O)cc1,98,102,.,.,-3,-5,.,?,.,.,.

# A section of the results above:
SMILES,RGS4-Gao reg,RGS8-Gao reg,Bim-Mcl-1,Bcl-B Bim block,Mcl1-Bid inh,Mcl1-Noxa inh,Bcl-W Bim block,RGS7-Gao,Bim-Bcl-XL,Bim-Bfl-1,Bim-Bcl-2
Cc1cc(OCCOc2cccc3cccnc23)cc(C)c1Cl,90,94,-4,-2,0,1,-2,99,-2,-2,-3
CCCc1nc2sc3ccccc3c(=O)c2c(=O)n1CCOC,99,102,-1,-2,24,18,-4,98,-6,-3,-3
